Screening results: PubChem, Broad Institute
mut p53 react – mutant p53 pathway reactivation; SW480 PUMA-promoter luciferase; activation, % at 9.98 µM; actives 1.5% (n = 28,000); in the data active = activation above about 52%
STK33 inh – human STK33 kinase inhibition; ADP-Glo luminescence, MBP substrate; inhibition, % at 12.5 µM; actives 0.44% (n = 27,000); AID 2322; in the data active = inhibition above about 20%
Target sequence (Q9BYT3 whole entry, looked up): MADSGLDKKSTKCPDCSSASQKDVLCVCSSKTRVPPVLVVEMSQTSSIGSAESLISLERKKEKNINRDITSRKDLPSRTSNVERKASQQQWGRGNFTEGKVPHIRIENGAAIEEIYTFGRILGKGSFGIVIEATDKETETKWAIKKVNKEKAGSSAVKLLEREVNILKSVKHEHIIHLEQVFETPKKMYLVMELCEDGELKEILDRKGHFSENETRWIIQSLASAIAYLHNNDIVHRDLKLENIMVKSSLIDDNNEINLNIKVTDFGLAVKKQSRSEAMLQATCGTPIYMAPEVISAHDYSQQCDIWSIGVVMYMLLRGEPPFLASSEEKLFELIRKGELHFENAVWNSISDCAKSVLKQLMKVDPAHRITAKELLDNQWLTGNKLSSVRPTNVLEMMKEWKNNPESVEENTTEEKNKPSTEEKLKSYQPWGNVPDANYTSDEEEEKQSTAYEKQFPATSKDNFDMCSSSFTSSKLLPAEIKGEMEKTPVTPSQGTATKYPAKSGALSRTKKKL
* marks the source's active call; other numbers are inactive results.

`CCS(=O)(=O)N(C)[C@H]1c2cc(C#N)ccc2OC(C)(C)[C@@H]1O` gave mut p53 react 2.5.
COc1ccc(N(C(=O)c2cccnc2)S(=O)(=O)c2ccc3c(c2)n(C)c(=O)n3C)cc1 was read as mut p53 react -3.0 and STK33 inh -4.5.
For C[C@@H]1CN([C@H](C)CO)C(=O)CCCn2nncc2CO[C@H]1CN(C)Cc1ccccc1C(F)(F)F the results were STK33 inh -2.2.
`Cc1noc(C)c1NC(=O)Nc1ccc2c(c1)CC(=O)N([C@H](C)CO)C[C@@H](C)[C@@H](CN(C)Cc1ccc(C(=O)O)cc1)O2` gave STK33 inh 0.9.
For C[C@@H]1CN([C@@H](C)CO)C(=O)c2cccc(NC(=O)c3ccncc3)c2O[C@@H]1CN(C)S(=O)(=O)c1cn(C)cn1 the results were mut p53 react 10.0.
Screening O=C(NCCCn1ccnc1)C1CC(c2cccc(Br)c2)=NO1 (centres undefined) returned mut p53 react 10.5 and STK33 inh -7.5.
Screening C[C@@H]1CN([C@@H](C)CO)C(=O)CCCn2nncc2CO[C@@H]1CN(C)Cc1cccc(C(F)(F)F)c1 returned STK33 inh -8.3.
Screening CC(C)NC(=O)Nc1ccc2c(c1)C(=O)N([C@H](C)CO)C[C@H](C)[C@@H](CN(C)S(=O)(=O)c1cn(C)cn1)OCCCC[C@@H](C)O2 returned mut p53 react 2.2 and STK33 inh -3.3.
Screening O=C(CCc1ccc(O)c(O)c1)C[C@H](CCc1ccc(O)c(O)c1)O[C@@H]1OC[C@@H](O)[C@H](O)[C@H]1O returned STK33 inh 0.6.
`O=C(O)C1CC=CCC1C(=O)Nc1ccccc1` (centres undefined) gave mut p53 react -1.8 and STK33 inh -4.0.
Screening C[C@@H]1CN([C@H](C)CO)C(=O)c2cc(NC(=O)Nc3ccc4c(c3)OCO4)ccc2O[C@@H](C)CCCCO[C@H]1CN(C)S(=O)(=O)c1cn(C)cn1 returned mut p53 react 5.8.
`Cc1noc(C)c1NC(=O)N(C)C[C@@H]1Oc2ccc(NC(=O)c3ccncc3)cc2CC(=O)N([C@@H](C)CO)C[C@H]1C` gave mut p53 react 3.2.
For C[C@@H]1CN([C@H](C)CO)C(=O)CCCn2cc(nn2)CO[C@H]1CN(C)S(=O)(=O)c1cccc(F)c1 the results were STK33 inh -0.2.
For CCOC(=O)C1CCCCN1Cc1ccc(OC)c(C)c1OC (centres undefined) the results were mut p53 react 3.2 and STK33 inh -3.0.
`Cc1cc(OCC(=O)Nc2ccccc2[N+](=O)[O-])ccc1Cl` gave mut p53 react 85.9* and STK33 inh -1.4.
`C[C@@H]1CN([C@H](C)CO)C(=O)c2cc(C#Cc3ccccn3)cnc2O[C@H]1CN(C)Cc1cncnc1` gave mut p53 react 11.7.
`C[C@H]1CN([C@@H](C)CO)C(=O)c2cccc(NC(=O)C3CCOCC3)c2O[C@@H]1CN(C)S(=O)(=O)c1cccs1` gave mut p53 react 4.8.
Screening CC(C)NC(=O)Nc1ccc2c(c1)C(=O)N([C@H](C)CO)C[C@H](C)[C@H](CN(C)CC1CC1)OCCCC[C@@H](C)O2 returned STK33 inh 0.6.
Cc1ccc(NC(=O)CCn2cnc3ccccc3c2=O)cc1Cl was read as mut p53 react 6.9 and STK33 inh -1.9.
Screening O=C1CCc2c(ccc3ccccc23)O1 returned mut p53 react -2.3 and STK33 inh -2.2.
Screening C[C@@H]1CN([C@@H](C)CO)C(=O)Cc2cc(NC(=O)Cc3cn(C)c4ccccc34)ccc2O[C@H]1CN(C)C(=O)NC1CCCCC1 returned mut p53 react -7.6.
`CC(C)NC(=O)N(C)C[C@@H]1OCCCC[C@@H](C)Oc2ccc(N(C)C)cc2C(=O)N([C@H](C)CO)C[C@H]1C` gave mut p53 react 0.6.
`CCC(C(N)=O)c1ccccc1` (centres undefined) gave STK33 inh 1.3.
`C[C@H](CO)N1C[C@H](C)[C@H](CN(C)S(=O)(=O)c2cccc(F)c2)Oc2ncc(C#Cc3ccc(C(F)(F)F)cc3)cc2C1=O` gave STK33 inh 6.8.
COC(=O)c1c(NC(=O)CSc2ncn[nH]2)sc2c1CCCC2 was read as mut p53 react -22.8 and STK33 inh 1.9.
Cc1ccc(C(Nc2ccccn2)c2ccc3ccc(C)nc3c2O)cc1 (centres undefined) was read as mut p53 react -5.7 and STK33 inh 5.2.
For CC(C)NC(=O)N(C)C[C@@H]1Oc2ccc(NC(=O)Nc3cccc4ccccc34)cc2C(=O)N([C@@H](C)CO)C[C@@H]1C the results were STK33 inh -0.4.
For COc1ccc(NC(=S)NC(=O)C(C)Oc2ccc(Cl)cc2Cl)c([N+](=O)[O-])c1 (centres undefined) the results were mut p53 react 2.5 and STK33 inh -0.3.
C[C@@H]1CN([C@H](C)CO)C(=O)c2cccc(NS(C)(=O)=O)c2O[C@@H]1CN(C)C(=O)Nc1ccccc1 was read as mut p53 react 5.5.
`CS(=O)(=O)Nc1ccc2c(c1)[C@@H]1C[C@H](CC(=O)NCc3cccc(F)c3)O[C@@H](CO)[C@@H]1O2` gave mut p53 react 11.4.
Screening CN(C)c1nc(SCCO)nc(N(C)C)n1 returned mut p53 react 9.2 and STK33 inh -3.0.
Screening C[C@@H]1CCCCO[C@H](CN(C)C(=O)c2ccccc2)[C@@H](C)CN([C@H](C)CO)C(=O)c2cc(NC(=O)C3CCCCC3)ccc2O1 returned STK33 inh 2.3.
Screening C/C(=C\C=C\C(C)C)CCC/C(C)=C/COc1c(O)cc2c(c1O)CNC2=O returned mut p53 react 10.2 and STK33 inh -3.2.
For Cc1ccc(S(=O)(=O)N(C)C[C@H]2Oc3ccc(NS(=O)(=O)c4ccccc4)cc3C(=O)N([C@@H](C)CO)C[C@H]2C)cc1 the results were STK33 inh -0.1.
C[C@H]1CN([C@@H](C)CO)C(=O)c2cc(NC(=O)Nc3ccc(C(F)(F)F)cc3)ccc2O[C@H]1CN(C)Cc1ccc(Cl)c(Cl)c1 was read as STK33 inh 0.0.
`CCOc1ccc2nc(NCCCO)[nH]c2c1` gave mut p53 react 0.5 and STK33 inh -4.8.
COc1ccc(NC(=O)Nc2ccc3c(c2)C(=O)N([C@@H](C)CO)C[C@@H](C)[C@H](CN(C)Cc2ccc(-c4ccccc4)cc2)O3)cc1 was read as STK33 inh 0.4.
COc1ccc(S(=O)(=O)Nc2ccc3c(c2)C(=O)N([C@H](C)CO)C[C@@H](C)[C@H](CN(C)C(=O)Nc2ccc4c(c2)OCO4)O3)cc1 was read as STK33 inh 1.2.
For COc1ccc(S(=O)(=O)Nc2ccc3c(c2)CC(=O)N([C@@H](C)CO)C[C@@H](C)[C@H](CN(C)S(=O)(=O)c2cn(C)cn2)O3)cc1 the results were mut p53 react 0.6.
`Cc1noc(C)c1NC(=O)N(C)C[C@@H]1Oc2ccc(NC(=O)CCC(F)(F)F)cc2CC(=O)N([C@H](C)CO)C[C@H]1C` gave STK33 inh -2.2.
CCOc1ccc(NC(=O)CSc2nnc(-c3cc(Cl)ccc3O)n2C)cc1 was read as mut p53 react -3.5 and STK33 inh -5.1.
For CCOC(=O)C1CN(Cc2ccccc2)C(=O)C1=O (centres undefined) the results were mut p53 react 13.0 and STK33 inh 4.2.
For CC(C)OC(=O)c1cn(Cc2c(F)cccc2F)c2sc(-c3ccc(NC(=O)C(C)C)cc3)c(CN(C)Cc3ccccc3)c2c1=O the results were mut p53 react -51.1.
`Cc1noc(C)c1NC(=O)Nc1ccc2c(c1)C(=O)N([C@@H](C)CO)C[C@@H](C)[C@@H](CN(C)C)OCCCC[C@@H](C)O2` gave mut p53 react 8.9.
`C[C@@H]1CN([C@@H](C)CO)C(=O)c2cccc(NC(=O)Nc3ccc4c(c3)OCO4)c2O[C@H]1CN(C)C` gave mut p53 react 74.2*.
C[C@@H]1CN([C@H](C)CO)C(=O)Cc2cc(NS(=O)(=O)c3cn(C)cn3)ccc2O[C@H]1CN(C)C was read as STK33 inh -1.3.
Screening COc1cccc(NC(=O)COc2ccc(C(=S)N3CCN(C)CC3)cc2OC)c1 returned mut p53 react -6.5 and STK33 inh 1.8.
Cn1nnnc1SCC(=O)Nc1ccccc1C(N)=O was read as mut p53 react -3.2 and STK33 inh -2.2.
Screening C[C@@H]1CN([C@H](C)CO)C(=O)Cc2cc(NS(=O)(=O)c3ccc(F)cc3)ccc2O[C@H]1CN(C)C(=O)Nc1ccccc1 returned STK33 inh 0.9.
`C[C@@H]1CN([C@H](C)CO)C(=O)Cc2cc(NC(=O)Nc3ccccc3)ccc2O[C@H]1CN(C)C(=O)Nc1ccccc1` gave mut p53 react 1.3.
`COC(=O)c1ccc(NC(=O)CSc2nnc(-c3ccccc3F)n2C)cc1` gave mut p53 react -2.5 and STK33 inh -0.4.
For CNC[C@@H]1Oc2ccc(NC(=O)Cc3cn(C)c4ccccc34)cc2C(=O)N([C@H](C)CO)C[C@@H]1C the results were mut p53 react -3.0 and STK33 inh -0.9.
Screening O=C(CN1C(=O)c2ccccc2S1(=O)=O)Nc1ccc(N2CCOCC2)cc1 returned mut p53 react -16.5 and STK33 inh -3.2.
`Cc1ccc(S(=O)(=O)Nc2ccc3c(c2)C(=O)N([C@H](C)CO)C[C@H](C)[C@H](CN(C)S(=O)(=O)c2cn(C)cn2)OCCCC[C@@H](C)O3)cc1` gave STK33 inh -0.6.
Screening CCC(C)CC(C)/C=C\C1OC2=C(C(=O)OC2(C)O)C(O)C1O (centres undefined) returned STK33 inh -2.7.
Screening COC(=O)c1ccsc1NC(=O)CN1c2cccc3cccc(c23)S1(=O)=O returned mut p53 react -18.2 and STK33 inh -0.3.
Screening Cc1ccccc1CN1C(=O)C(O)(CC(=O)c2ccncc2)c2cc(Cl)ccc21 (centres undefined) returned mut p53 react 0.6 and STK33 inh -5.7.
`C[C@@H]1CN([C@@H](C)CO)S(=O)(=O)c2ccc(C3=CCCCC3)cc2O[C@@H]1CN(C)S(C)(=O)=O` gave mut p53 react 8.3.
For CS(=O)(=O)N(CC(=O)Nc1ccc(F)cc1)c1cccc(Br)c1 the results were mut p53 react -0.9 and STK33 inh 3.1.
Screening COC(=O)c1ccc(NC(=O)CCC(=O)c2ccc(Br)cc2)cc1 returned mut p53 react -7.6 and STK33 inh 1.2.
For C[C@@H]1CN([C@H](C)CO)C(=O)Cc2cc(N(C)C)ccc2O[C@H]1CN(C)Cc1ccncc1 the results were mut p53 react 1.8 and STK33 inh 2.7.
For Cc1ccc(S(=O)(=O)Nc2ccc3c(c2)C(=O)N([C@H](C)CO)C[C@H](C)[C@H](CN(C)S(C)(=O)=O)OCCCC[C@@H](C)O3)cc1 the results were STK33 inh 3.3.
For COc1ccc(CN(C)C[C@@H]2Oc3ccc(NC(=O)C4CCCCC4)cc3CC(=O)N([C@@H](C)CO)C[C@@H]2C)cc1 the results were STK33 inh -1.5.
`COc1ccc(CN(C)C[C@H]2Oc3ccc(NC(=O)Cc4cn(C)c5ccccc45)cc3C(=O)N([C@@H](C)CO)C[C@@H]2C)cc1` gave mut p53 react -9.3 and STK33 inh 0.7.
For COc1ccc(NC(=O)Nc2ccc3c(c2)CC(=O)N([C@H](C)CO)C[C@@H](C)[C@H](CN(C)C)O3)cc1 the results were mut p53 react -2.0 and STK33 inh -1.1.
`C[C@H](CO)N1C[C@H](C)[C@H](CN(C)S(=O)(=O)c2ccc(F)cc2)Oc2ccc(NS(=O)(=O)c3ccccc3)cc2C1=O` gave STK33 inh -0.2.
For C/C=C(\C)C(=O)OC1CCC(=O)OC1/C=C/C(O)C(C)O (centres undefined) the results were mut p53 react 9.4 and STK33 inh -4.3.
For C[C@@H]1CN([C@H](C)CO)C(=O)Cc2cc(NC(=O)NC3CCCCC3)ccc2O[C@@H]1CN(C)S(C)(=O)=O the results were STK33 inh -7.2.
Screening O=C(O)C[C@@H]1C[C@H]2c3cc(NC(=O)Nc4ccccc4F)ccc3O[C@H]2[C@H](CO)O1 returned mut p53 react 9.4.
Screening Cc1ccc(S(=O)(=O)Nc2ccc3c(c2)C(=O)N([C@@H](C)CO)C[C@H](C)[C@H](CN(C)S(C)(=O)=O)O3)cc1 returned STK33 inh -5.9.
C[C@H]1CN([C@@H](C)CO)C(=O)Cc2cc(NC(=O)C3CCCCC3)ccc2O[C@@H]1CN(C)CC1CC1 was read as STK33 inh 1.0.
O=C(C[C@@H]1C[C@@H]2c3cc(NC(=O)Nc4ccc(C(F)(F)F)cc4)ccc3O[C@@H]2[C@@H](CO)O1)NCc1cccnc1 was read as mut p53 react 5.9.
C[C@@H]1CN([C@H](C)CO)C(=O)Cc2cc(NS(=O)(=O)c3ccccc3)ccc2O[C@@H]1CN(C)C(=O)Nc1ccc(C(F)(F)F)cc1 was read as STK33 inh -2.8.
For COc1cc2c(cc1OC)CN(C(=O)[C@@H]1[C@H]3C(=O)O[C@H](c4ccccc4)[C@H](c4ccccc4)N3[C@H](c3ccc(OCCO)cc3)[C@@]13C(=O)Nc1ccc(C#CC4=CCCCC4)cc13)CC2 the results were STK33 inh 18.3.

Some of the compounds tested, so the mix of outcomes need not match the whole.
